# EBI2 block: EBI2 (human) antagonism | P32249 | EBI2 beta-arrestin recruitment, luminescence, 7a,25-OHC stimulated | inhibition, % at 5 µM | hit rate 0.81% among 360,000; in the data active = inhibition above about 38%;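 also: enzyme fragment complementation signal reports receptor beta-arrestin coupling in cells; 0% = agonist plus DMSO wells and 100% = wells without agonist; some results beyond the cut were filed as inactive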
# Target sequence (P32249 whole entry, looked up, the tested form may be a part): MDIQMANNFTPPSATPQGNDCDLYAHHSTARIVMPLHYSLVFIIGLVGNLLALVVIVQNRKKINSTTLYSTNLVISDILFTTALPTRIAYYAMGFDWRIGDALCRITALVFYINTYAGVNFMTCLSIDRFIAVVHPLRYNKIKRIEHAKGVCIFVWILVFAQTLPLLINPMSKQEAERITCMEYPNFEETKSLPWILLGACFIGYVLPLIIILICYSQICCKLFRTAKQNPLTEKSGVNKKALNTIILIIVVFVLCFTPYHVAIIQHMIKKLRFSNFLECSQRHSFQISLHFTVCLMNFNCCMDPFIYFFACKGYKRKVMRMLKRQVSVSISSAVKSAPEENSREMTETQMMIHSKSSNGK
# CXCR6 inh: CXCR6 (human) receptor inhibition; CHO-K1 PathHunter CXCR6 beta-arrestin, luminescence; inhibition, % at 20 µM; AID 602244; hit rate 0.36% among 360,000; O00574; in the data active = inhibition above about 34%, passing the limit was not always enough;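 also: antagonist mode with CXCL16 agonist at 10 nM final; 0% = 10 nM CXCL16 with DMSO and 100% = unstimulated wells without agonist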
# Target sequence (O00574 whole entry, looked up): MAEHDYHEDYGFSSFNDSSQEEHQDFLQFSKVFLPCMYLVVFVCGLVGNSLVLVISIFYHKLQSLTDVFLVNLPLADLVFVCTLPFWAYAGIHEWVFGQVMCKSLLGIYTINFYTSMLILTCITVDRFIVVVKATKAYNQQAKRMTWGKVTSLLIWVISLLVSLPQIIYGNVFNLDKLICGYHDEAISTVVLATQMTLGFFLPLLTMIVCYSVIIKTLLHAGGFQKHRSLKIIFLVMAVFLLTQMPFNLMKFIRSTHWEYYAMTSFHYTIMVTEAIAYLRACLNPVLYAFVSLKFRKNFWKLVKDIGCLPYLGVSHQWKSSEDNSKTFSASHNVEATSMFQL
# The depositor's hits bear a star.
# Below each compound – EBI2 block	CXCR6 inh
CC1(C(=O)NCc2ccco2)CCN1C(=O)C1(c2ccccc2)CC1 (stereo not given)
→ -1	-1
CSC[C@H]1CN(c2ccc(Br)cc2)C(=O)[C@@H]1CC(=O)Nc1ccccc1
→ 1	2
CN1CCn2cnc(C(=O)Nc3ccc(Cl)cc3)c2C1=O
→ -6	3
C=CCOc1cccn2c(N(C)C(=O)c3ccc(OC)cc3)c(CC)nc12
→ -11	7
COc1ccc(Cl)cc1-c1cc(C(=O)Nc2ccc(Br)cc2)[nH]n1
→ 20	-13
CCOc1cc(OCC)cc(C(=O)N2CCC[C@H]2C(=O)N2CCC[C@H]2C(=O)N[C@H](C)c2ccccc2)c1
→ -14	1
CCOc1ccc(-c2nnc(NC(=O)COc3ccccc3F)o2)cc1
→ 0	-4
Cc1ccc(Cl)cc1NC(=O)CCS(=O)(=O)c1ccc2c(c1)n(C)c(=O)c(=O)n2C
→ 0	5
Cn1cccc([N+](=O)[O-])c1=O
→ 3	1
O=C(Nc1ccc2c(c1)OCCO2)C1c2ccccc2OCC(=O)N1CCc1ccccc1 (stereo not given)
→ 1	-2
COc1cc(-c2cnc3c(NC=O)cc(-c4cccnc4)cn23)cc(OC)c1OC
→ 2	-11
Cc1cc(Br)cn2c(Cc3ccsc3)c(C3CCCCC3)nc12
→ 1	2
Cc1cccc(S(=O)(=O)NC(=O)C2(C)CCN2C(=O)c2c(C)noc2C)c1 (stereo not given)
→ -2	2
O=C(NCCNC(=O)c1cccnc1)c1cccnc1
→ 0	1
O=C(NCc1ccccc1)c1cc(C2CCCN(C(=O)c3ccc4c(c3)CCO4)C2)on1 (stereo not given)
→ 10	3
CN1CCN(C(=O)c2cccc3c(-c4ccc(F)c(F)c4)coc23)CC1
→ -7	1
COC(=O)CCCCC1=CCC2C(=O)C=C(O)C2C1 (stereo not given)
→ -6	4
CCCCC(c1nc2ccccc2[nH]1)n1c(-c2ccccc2)nc2cc(C)c(C)cc21 (stereo not given)
→ 1	-11
CCc1nc2c(OCc3ccc(C(F)(F)F)cc3)cccn2c1N(C)C(=O)C1CC1
→ 6	2
COc1ccc(-c2cc(C(=O)NCc3cccc(C(F)(F)F)c3)[nH]n2)c(C)c1
→ -1	1
CCNC(=O)C1CCCN(C(=O)c2ccc(OC(F)F)cc2)CC1 (stereo not given)
→ 2	2
CN(C)c1ccc(CNc2nc3ccccc3n2C)cc1
→ -3	1
O=C(NCc1ccc(C(F)(F)F)cc1)c1ccc(-c2ccc(F)c(F)c2)c2ccoc12
→ 12	-1
O=C(CCn1c(=O)c2cccn2c2cccnc21)NCCCN1CCN(c2ccc(F)cc2)CC1
→ -2	4
CC(C)C[C@H]1CNC(=O)C(=O)N1C[C@@H]1CCCN1C[C@H](Cc1ccc(O)cc1)N1C[C@H](Cc2ccccc2)N(CC2CCCCCC2)C(=O)C1=O
→ 8	8
C[C@H]1CN([C@@H](C)CO)S(=O)(=O)c2ccc(-c3ccccc3)cc2O[C@H]1CN(C)C(=O)C1CCC1
→ 7	-13
O=C(c1cc(-c2ccncc2)nc2ccccc12)N1CCCC(C(F)(F)F)C1 (stereo not given)
→ -3	-7
C[C@H]1CN([C@@H](C)CO)S(=O)(=O)c2ccc(C#Cc3cccnc3)cc2O[C@@H]1CN(C)C(=O)Nc1ccc2c(c1)OCO2
→ 9	11
Nc1ccc(CC(N)c2csc(Nc3cc(Oc4ccccc4)ncn3)n2)cc1 (stereo not given)
→ 1	0
O=C1c2ccccc2C(c2nnnn2Cc2ccccc2)N1CCCn1ccnc1 (stereo not given)
→ 0	6
CC1(C(=O)Nc2cccc(Oc3ccccc3)c2)Cc2c(-c3ccc4c(c3)OCO4)ccnc2O1 (stereo not given)
→ 2	9
CCOC(=O)C1=CCN(S(=O)(=O)c2ccccc2Br)C1c1ccc(Cl)c(Cl)c1 (stereo not given)
→ 31	9
C[C@@H]1CN([C@@H](C)CO)S(=O)(=O)c2ccc(Br)cc2O[C@H]1CN(C)C(=O)c1ccncc1
→ -5	5
Cc1cc(Br)cn2c(Cc3cccc(F)c3)c(-c3ccc(F)cc3)nc12
→ 15	16
CCCCC(=O)N(C)c1c(C)nc2ccc(C(=O)Nc3cccc(OC)c3)cn12
→ 0	-1
C[C@@H]1ON(C)[C@H]2C[C@H]3c4[nH]c5ccccc5c4CCN3C[C@@H]12
→ -1	-3
COc1ccc(NC(=O)C2Cc3c(-c4cccc(NC(C)=O)c4)ccnc3O2)cc1OC (stereo not given)
→ -5	-5
CCNC(=O)C1(C)CCCN(C(=O)CCc2cccs2)C1 (stereo not given)
→ -12	-2
COc1ccccc1C(=O)N/C(=C\c1cn(C)c2ccccc12)C(=O)NCCN1CCOCC1
→ -1	-7
CCNC(=O)C1(C)CCN(Cc2ccc(C#N)cc2)C1 (stereo not given)
→ -7	0

# Among those listed so far, two have a thiophene ring, fused or not.
# Below each compound – EBI2 block	CXCR6 inh
Cc1cc(Br)cn2c(Cc3ccsc3)c(C3CCCCC3)nc12
→ 1	2
CCNC(=O)C1(C)CCCN(C(=O)CCc2cccs2)C1 (stereo not given)
→ -12	-2

# Later entries
# Below each compound – EBI2 block	CXCR6 inh
C[C@H](CO)N1C[C@H](C)[C@H](CN(C)Cc2ccncc2)Oc2cc(-c3ccccc3F)ccc2S1(=O)=O
→ 9	-5
C[C@H](NC(=O)c1ncn2c1C(=O)N[C@@H](C)C2)C(=O)OC(C)(C)C
→ -7	3
CC(C)(C)c1ccc(S(=O)(=O)NCCN2CCOCC2)cc1
→ -4	2
CSc1nc(N)n2nc(C)cc2n1
→ 3	-1
Fc1ccc(Nc2cncc(-c3ccsc3)c2)cc1Cl
→ 12	-26
O=C(Nc1ccc2c(c1)OCO2)c1cc(C2CCCN(C(=O)C3CCCCC3)C2)on1 (stereo not given)
→ -1	-2
C[C@H]1CN([C@@H](C)CO)C(=O)CCCn2nncc2CO[C@@H]1CN(C)Cc1ccc(C(=O)O)cc1
→ -8	5
CC1CCC(NC(=O)c2nn(C)c(=O)c3ccccc23)CC1 (stereo not given)
→ -2	7
C#CCOc1ccc(CNC[C@H]2O[C@@H](n3ccc(N)nc3=O)[C@H](O)[C@@H]2O)cc1
→ -7	-4
Cc1ccnc(NC(=O)CCNC(=O)c2ccc(Br)cc2)c1
→ 1	4

# The closing four compounds of the part above lead into the next.
# Below each compound – EBI2 block	CXCR6 inh
C[C@H]1CN([C@@H](C)CO)C(=O)CCCn2nncc2CO[C@@H]1CN(C)Cc1ccc(C(=O)O)cc1
→ -8	5
CC1CCC(NC(=O)c2nn(C)c(=O)c3ccccc23)CC1 (stereo not given)
→ -2	7
C#CCOc1ccc(CNC[C@H]2O[C@@H](n3ccc(N)nc3=O)[C@H](O)[C@@H]2O)cc1
→ -7	-4
Cc1ccnc(NC(=O)CCNC(=O)c2ccc(Br)cc2)c1
→ 1	4
CCOC(=O)[C@]12CCCC=C1N(Cc1cccc3ccccc13)C(=O)[C@H](CC(=O)NCCCCc1ccccc1)C2
→ 28	10
CCCCN(C(=O)CC1CCCC1)c1c(N)n(Cc2ccccc2)c(=O)[nH]c1=O
→ -5	0
CC(=O)Nc1ccc(-c2ccnc3c2CC(C(=O)NCCc2ccccc2)O3)cc1 (stereo not given)
→ -3	-2
CC(=O)Nc1ccc(NC(=O)C2(C)Cc3c(-c4ccccc4)ccnc3O2)cc1 (stereo not given)
→ -18	5
Oc1ccc(C=NNC(=S)Nc2ccccc2)nc1
→ -16	-9
CCCOc1ccc(/C=C/C(=O)N2CCN(C(=O)c3ccco3)CC2)cc1OC
→ 33	-7
c1cc(C2OCCO2)cs1
→ -8	-9
O=C(Nc1ccccc1F)c1csc(COCCO)n1
→ -8	-3
O=C(NCc1ccc(F)cc1)c1cc(C2CCCCN2S(=O)(=O)c2cccc3cccnc23)on1 (stereo not given)
→ 15	10
CC(=O)N1CCN(Cc2cc(=O)oc3cc(C)cc(C)c23)CC1
→ -9	7
CC(C)CC(N)c1csc(NC(=O)Nc2ccccc2C(C)(C)C)n1 (stereo not given)
→ 1	-11
COc1ccc(F)cc1-c1cc(NC=O)c2ncc(-c3cccc(C(=O)N(C)C)c3)n2c1
→ 31	-4
COc1ccc(S(=O)(=O)Nc2ccc3c(c2)C(=O)N([C@H](C)CO)C[C@H](C)[C@@H](CN(C)C(=O)Nc2ccc(C(F)(F)F)cc2)OCCCC[C@H](C)O3)cc1
→ 5	-2
COc1ccc(C(O)c2nc(-c3ccc(C)c(C)c3)cs2)cc1 (stereo not given)
→ -5	-12
COCCNC(=O)C1(C)CCCN(C(=O)c2ccccc2OC(F)(F)F)C1 (stereo not given)
→ -2	0
CC1(C(=O)O)CCCN(C(=O)c2cccnc2Oc2ccccc2)C1 (stereo not given)
→ -10	0
COc1ccc(OC)c(C(O)c2ncc(-c3ccccc3Cl)[nH]2)c1 (stereo not given)
→ -1	-3
CC(C)C1C(=O)N(Cc2cn(CC3CCCCC3)nn2)CCS(=O)(=O)N1Cc1ccc(-c2ccc(Cl)cc2)cc1 (stereo not given)
→ 27	0
Cc1nc(NC(=O)c2ccccc2)sc1-c1cc(C(=O)O)nn1Cc1ccccc1
→ 1	-7
COc1ccc(Cn2cc(CN3CC(N4CCN(CCO)CC4)CS3(=O)=O)nn2)cc1 (stereo not given)
→ -11	1
COc1ccc(C(=O)NCC[N+](C)(C)C)cc1
→ 3	9
COc1ccc(-c2csc(C(O)c3ccc(F)c(OC)c3)n2)cc1 (stereo not given)
→ 2	-2
N#Cc1cnn(-c2ccc([N+](=O)[O-])cc2[N+](=O)[O-])c1N
→ -32	-3
CC1(C(=O)NC2CCCC2)CCC(=O)N1C1CCN(Cc2ccccc2)CC1 (stereo not given)
→ -3	-2
CCOC(=O)[C@]12CCCC=C1N(Cc1ccc(Cl)cc1Cl)C(=O)[C@H](CC(=O)N1CCCC1)C2
→ 0	9
Cc1cccc(C)c1-n1nnnc1C1(C)CCC(=O)N1C1CC1 (stereo not given)
→ -8	3
COCCNC(=O)C1CCCN(C(=O)COc2ccc(C(C)(C)C)cc2)CC1 (stereo not given)
→ -9	2
CC1=CNC(=O)CC(C)(C)C1
→ -4	0
COC(=O)[C@H]1C[C@@]2(O)CN(S(=O)(=O)c3ccc(C)cc3)C[C@@]2(OC(=O)NCc2ccco2)C[C@H]1C(=O)OC
→ -1	-5
COc1ccc(NC(=O)c2cccc(S(=O)(=O)N3CCc4ccccc43)c2)c(OC)c1
→ -4	-2
O=C1C(=Cc2cn(-c3ccccc3)nc2-c2ccc(OCc3ccccc3)cc2)SC(=S)N1CCS(=O)(=O)O
→ 8	3
CC(=O)NC(c1ccc(F)c(F)c1)c1nc(-c2cnc3ccccc3c2)cs1 (stereo not given)
→ 6	6
Cc1ccc([C@H]2C[C@H](O)[C@@H](n3cc(C4CC4)nn3)CN2C(=O)C2CCCCC2)cc1
→ 0	-2
CCCC1NC(=O)c2cccnc2-n2c1nc1ccc(Cl)cc1c2=O (stereo not given)
→ 0	0
O=C1CC(=O)OC(c2ccc([N+](=O)[O-])cc2)O1
→ 13	50*
OCC[C@@H]1C[C@H](O)[C@@H](O)[C@@]2(OCc3cc(Cl)ccc32)O1
→ -5	-3
CCn1c(SCC(=O)N2CCCC2=O)nc2ccccc21
→ -5	-2
O=C(CCCN1C(=O)/C(=C/c2ccc(F)cc2)SC1=S)Nc1ccc(C(=O)O)cc1
→ 2	0
CCOC(=O)C1(C)CCCN1C(=O)c1cccc2ccccc12 (stereo not given)
→ -9	0
CC1(C(=O)NS(=O)(=O)c2ccccc2)CCN1C(=O)Cc1ccc(Cl)cc1Cl (stereo not given)
→ -9	-4
CCN(CC)C(=O)C1=C(C)N(Cc2ccc(OC)cc2)C(=O)C(CC(=O)NCc2ccco2)C1 (stereo not given)
→ -8	-1
CCCc1c(-c2ccc(F)cc2)ncn1Cc1ccccc1OC
→ 0	3
CCOC(=O)C1(C)CCCN(C(=O)c2ccccc2)C1 (stereo not given)
→ -4	0
CC(C)C[C@H]1CN(CCCC[C@@H]2CNC(=O)C(=O)N2CC2CCCCC2)C(=O)C(=O)N1CC1CCCCC1
→ 8	-2
CC1(C(=O)NS(=O)(=O)c2ccccc2Cl)CCN1C(=O)c1cccc(F)c1 (stereo not given)
→ -6	-8
CCc1ccc(CCC(=O)N2CCN(S(=O)(=O)c3ccc(Br)cc3)CC2)cc1
→ 88*	10
Cc1ccc(C)c(NS(=O)(=O)c2ccc(-n3cccn3)cc2)c1
→ -1	-5
CN1CCN(C(=O)c2ccc(-c3cc4nc(NCc5cccnc5)n(C)c(=O)c4s3)cc2)CC1
→ -2	8
CCc1nc2ccc(C(=O)NCCC(C)C)cn2c1N(C)Cc1ccc(OC)cc1
→ 6	6
CC(=O)Nc1ccccc1-c1cccc2nccn12
→ -9	3

# Additional entries follow:
# Below each compound – EBI2 block	CXCR6 inh
CC1(Cc2ccccc2Cl)C(=O)Nc2ccc(OC(F)(F)F)cc21 (stereo not given)
→ 5	-2
CC(=O)Nc1cccc(-c2cc(NC(C)=O)c3ncc(-c4ccc(C(C)=O)cc4)n3c2)c1
→ 2	5
C/C=C/c1cccc(-c2nc(C(=O)N3CCN(C)CC3)cc3c2[C@@H](CCO)N(C(=O)NC(C)C)C3)c1
→ -2	2
COc1cc(C2c3cc4c(cc3C3OC(=O)C2C3CO)OCO4)cc(OC)c1OC (stereo not given)
→ -16	1
C[C@@H]1CCCCO[C@@H](CN(C)Cc2ccc(C(F)(F)F)cc2)[C@@H](C)CN([C@H](C)CO)C(=O)c2cc(N(C)C)ccc2O1
→ -3	-2
OC(c1ccc2c(c1)OCO2)c1ncc(-c2cccc(C(F)(F)F)c2)[nH]1 (stereo not given)
→ -9	-2
CCN1C(=O)[C@H]2[C@@H](c3ccc(C(F)(F)F)cc3)N[C@]3(CCCN(CC4CCCCC4)C3=O)[C@H]2C1=O
→ 5	0
Cc1ccc(S(=O)(=O)Nc2ccc3c(c2)C(=O)N([C@H](C)CO)C[C@H](C)[C@@H](CN(C)C(=O)NC2CCCCC2)OCCCC[C@@H](C)O3)cc1
→ 5	1

# Screens: PubChem BioAssay, Sanford-Burnham Center for Chemical Genomics

# The list is partial; count on the stated rates, not on these rows.
